p47phox inh = blocks human p47phox regulatory protein of NADPH oxidases | p47phox/p22phox peptide binding, fluorescence polarization, 2 h | inhibition, % at 24.7 µM | hit rate 0.53% among 220,000 | AID 1274;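 active = inhibition above about 30%, limit read from the data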;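 also: 0% = p47phox with labelled peptide and 100% = labelled peptide alone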
Furin inh = inhibitors of human furin. P09958. purified furin, fluorogenic substrate cleavage. inhibition, % at 30 µM. hit rate 0.061% among 220,000. AID 463115; in the data active = inhibition above about 25%; also: inactives centre near -15
RBBP9 inhibitor = human RBBP9 hydrolase inhibition; recombinant RBBP9, FP-Rh probe fluorescence polarization; inhibition, % at 7.94 µM; hit rate 0.2% among 220,000;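 active = inhibition above the campaign mean of all tested compounds plus 3 SD, cut at about 14% in these data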;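 also: plate controls were DMSO wells with RBBP9 for no effect and wells lacking RBBP9 protein for full effect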
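System: RBBP9 protein / Quantity: 2.5 µM RBBP9 dispensing solution, before mixing / Also added: Serine-hydrolase probe FP-Rh, 375 nM pre-mixing / Dosing: 7.94 µM single dose, 0.794% DMSO / Timing: enzyme-compound preincubation 30 min, then probe labeling 45 min, 25 °C / Signal: FP readout at 525/598 nm / Controls: DMSO-treated enzyme wells and wells lacking RBBP9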
EBV gp42 inh = EBV gp42 inhibition; Q1HVG2; Fluorescence polarization binding assay, mP read-out; inhibition, % (tested at 21.74 µM); hit rate 0.42% among 220,000; AID 1085; in the data active = inhibition above about 50%
Target sequence (Q1HVG2 whole entry, looked up): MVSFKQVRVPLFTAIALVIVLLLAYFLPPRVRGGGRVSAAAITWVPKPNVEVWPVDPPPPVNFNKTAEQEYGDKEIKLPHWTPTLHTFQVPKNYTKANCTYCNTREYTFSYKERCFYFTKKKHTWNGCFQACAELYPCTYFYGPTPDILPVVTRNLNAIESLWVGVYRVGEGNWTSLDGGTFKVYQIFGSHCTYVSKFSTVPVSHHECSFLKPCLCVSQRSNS
Runt-CBFb FRET = Runt domain-CBFb interaction inhibition; Q01196+Q13951; Cerulean-Runt/Venus-CBFb FRET ratio 530/480, 1 h; inhibition, % at 20 µM; hit rate 0.46% among 220,000;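 active = inhibition over about 50% at 20 µM in the single-dose screen, limit read from the data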;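 also: 0% = DMSO wells and 100% = excess unlabeled CBFb competitor control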
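Doses: 20 µM compound in 1% DMSO | Material: Cerulean-labeled Runt domain protein | Amount: Each fluorescent fusion protein 100 nM | Schedule: Two 1 h room-temperature incubations shielded from light | Measured by: FRET fluorescence | Evaluation: Loss of energy transfer signal | Controls: Unlabeled CBFb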
p97 inhibitor = blocks human p97 ATPase activity. recombinant p97 ATPase, Kinase-Glo ATP luminescence, 3 h. hit rate 0.42% among 220,000. AID 1481. inhibition, % at 8 µM; in the data active = inhibition above about 15%;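 also: 0% = DMSO vehicle and 100% = wells lacking enzyme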
Target sequence (P55072 whole entry, looked up): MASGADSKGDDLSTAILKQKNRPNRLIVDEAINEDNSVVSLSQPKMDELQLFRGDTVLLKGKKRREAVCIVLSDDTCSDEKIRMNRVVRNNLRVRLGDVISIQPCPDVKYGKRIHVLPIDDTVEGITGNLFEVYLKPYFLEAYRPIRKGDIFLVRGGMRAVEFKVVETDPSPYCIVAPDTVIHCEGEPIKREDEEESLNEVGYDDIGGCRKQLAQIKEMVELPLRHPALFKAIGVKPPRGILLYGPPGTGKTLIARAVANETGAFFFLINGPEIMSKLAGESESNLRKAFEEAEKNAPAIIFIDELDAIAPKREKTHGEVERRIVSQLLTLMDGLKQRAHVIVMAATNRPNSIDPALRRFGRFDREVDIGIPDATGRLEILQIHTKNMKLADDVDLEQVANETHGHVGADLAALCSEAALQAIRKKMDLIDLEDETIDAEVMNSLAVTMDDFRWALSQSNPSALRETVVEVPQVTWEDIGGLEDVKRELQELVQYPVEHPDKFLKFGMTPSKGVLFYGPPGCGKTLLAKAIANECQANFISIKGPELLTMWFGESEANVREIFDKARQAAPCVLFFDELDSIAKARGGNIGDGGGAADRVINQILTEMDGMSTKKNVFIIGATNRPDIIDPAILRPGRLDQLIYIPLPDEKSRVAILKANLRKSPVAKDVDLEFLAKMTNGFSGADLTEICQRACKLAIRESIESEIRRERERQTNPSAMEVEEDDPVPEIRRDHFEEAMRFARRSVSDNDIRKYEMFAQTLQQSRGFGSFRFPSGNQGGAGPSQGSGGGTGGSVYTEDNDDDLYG
m-calpain inh = blocks pig calpain II enzyme activity; purified calpain II, fluorogenic peptide substrate, 30 min; inhibition, % at 16 µM; hit rate 0.37% among 220,000;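 active = inhibition above about 50%, limit read from the data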
Runt-SMMHC FRET = Runt domain-CBFb-SMMHC interaction inhibition | hit rate 0.74% among 220,000 | Q01196+Q13951 | Cerulean-Runt/Venus-CBFb-SMMHC FRET ratio 530/480, 1 h | AID 1434 | inhibition, % at 20 µM;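 active = mean inhibition across duplicate retests at 20 µM reaching about 50%, limit read from the data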;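 also: 0% = DMSO wells and 100% = wells with excess untagged CBFb-SMMHC; inhibitors lower the FRET ratio by blocking Runt binding to CBFb-SMMHC; some results filed as inactive read as strong as hits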
TbHK1 inh = T. brucei hexokinase 1 inhibition. AID 1430. hit rate 0.11% among 220,000. inhibition, % at 10 µM. recombinant TbHK1, G6PDH-coupled NADH A340;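 active = inhibition of 50% or more in the single-dose primary screen; inactive = inhibition below 50%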
The depositor's hits bear a star; nt = not tested or not shown; & = joins results of further samples; [ ] = remark or other dose.

smiles	p47phox inh	Furin inh	RBBP9 inhibitor	EBV gp42 inh	Runt-CBFb FRET	p97 inhibitor	m-calpain inh	Runt-SMMHC FRET	TbHK1 inh
CNS(=O)(=O)c1cccc2nsnc12	-2	-16	-5	-16	0	7	17	-2	-7
CCC(=O)N(Cc1cc2cccc(C)c2[nH]c1=O)c1ccccc1OC	-2	-15	-1	-19	-2	-3	-6	-2	-10
O=C(CC1SC(=Nc2ccccc2)N(Cc2ccccn2)C1=O)Nc1cccc(Cl)c1 (centres undefined)	-36	-11	-13	-6	0	9	-36	0	0
COc1ccccc1N1C(=O)CC(N2CCc3ccccc32)C1=O (centres undefined)	-26	12[20 µM]	-2	-17	-1	14	3	-8	-6
Cc1ccc(C(=O)c2c(NC(=O)c3ccccc3C)sc(C)c2C)cc1	-19	-8[20 µM]	-4	-10	0	-3	41	1	5
Nc1ncnc2c1ncn2C1CCC(CO)C(O)C1 (centres undefined)	0	-28[20 µM]	-1	-24	0	1	3	1	-4
O=C(NNc1cccc(Cl)n1)c1c(Cl)cccc1Cl	-16	-15	-3	-11	nt	4	-5	2	0
O=C1N/C(=C/c2ccc(Br)cc2)C(O)=C1C=NCc1ccccc1	10	-6	-3	7	-1	5	-17	1	-7
Clc1ccc2c(c1)CCc1cccnc1C2=C1CCNCC1	-16&-6	-26[20 µM]	-1&2	-13&-6	35&8	1&0	8&-10	-9&2	7
CC(=O)CCc1ccc(OC(=O)c2cccnc2)cc1	-5	-24[20 µM]	0	-6	-1	3	13	-1	5
O=C(NCCc1cn2ccccc2n1)c1ccccc1F	12	-8	5	3	-2	6	6	1	1
CCOC(=O)NC(=O)CSc1nc(C)cc(C(F)(F)F)c1C#N	-18	-7	-9	-29	-4	0	-34	-11	0
Cc1ccc(N(CC(=O)Nc2ccc3c(c2)OCCO3)S(C)(=O)=O)cc1	-3	-36	-1	-6	1	5	-28	0	2
COc1cccc(-c2nn(-c3ccccc3)cc2CNC(C)Cn2cncn2)c1 (centres undefined)	-19	-23	1	7	1	-2	1	-1	1
CC(=O)CCn1cnc([N+](=O)[O-])n1	-9	-14	-4	-1	nt	-1	-13	-2	-4
Cc1cc(C)c2c(n1)sc1c(=O)n(Cc3ccccc3Cl)nnc12	-19	-2[20 µM]	9	-24	-14	0	-18	-5	-17
Cc1ccc(CS(=O)(=O)c2nc3c(c(N(C)C)n2)CCCC3)cc1	6	-25	-10	3	2	-4	-19	0	-8
O=C(OCC(=O)c1ccco1)c1ccc2ncsc2c1	-2	-23	-3	-7	0	6	-11	-2	0
Cc1ccc(NC(=O)CCC(=O)NNC(=S)Nc2ccccc2)c(C)c1	2	-32	-8	-27	2	3	-15	0	10
O=C(OC1CCOC1=O)c1ccc(S(=O)(=O)N2CCCCCC2)cc1 (centres undefined)	-6	-25[20 µM]	-8	-14	2	2	-5	-2	3
Clc1ccccc1CSc1nnc(/C=C/c2ccccc2)o1	-23	-14	0	-10	-4	-8	12	-3	1
CCc1ccc(NC(=O)CN(c2ccccc2)S(=O)(=O)N(C)C)cc1	-3	-19	-3	10	2	-3	-44	-4	-5
COC(=O)C1=C(C)N(CCc2c[nH]c3ccccc23)C(=O)/C1=C\N(C)C	-9	-10	-14	-1	4	9	-43	4	-11
c1ccc2cc(OCc3nc4ccccc4[nH]3)ccc2c1	-24	-27[20 µM]	-6	-9	-1	0	-2	4	7
Cc1csc(NC(=O)c2ccc(OCC3CCCO3)cc2)n1 (centres undefined)	3	-24	-6	8	-1	0	-7	3	-6
Cc1ccc(N2C(=O)C3CCC(C)(C2=O)C3(C)C)cc1 (centres undefined)	-3	-17	-5	-10	0	9	2	-4	-6
CC(C)Cn1cc(F)c(=O)n(CC(C)C)c1=O	-16	-26	3	-13	-3	5	-30	-1	-7
O=C(O)CC/C(=N\NC(=O)c1ccc(F)cc1)c1ccc(Br)cc1	-11	-17	-5	-4	0	5	-20	-5	-3
O=C(CCc1nc(-c2ccc(Cl)cc2)no1)NCC1CCCO1 (centres undefined)	-4	-15	-7	-7	0	3	-2	2	-3
Cc1ccc(C)c(CN2C(=O)C3(OCCCO3)c3ccccc32)c1	-17	-19	-6	-1	-2	-7	-9	2	-4
CCc1ccc(Nc2cnn(C34CC5CC(CC(CC(=O)O)(C5)C3)C4)c(=O)c2Cl)cc1	-8	-18	2	-2	-2	1	-6	1	-28
Cc1ccc(OCC(=O)N2N=C(c3cccnc3)CC2(O)C(F)(F)F)cc1C (centres undefined)	1	-16	-1	-1	-3	-1	-4	1	-6
Cc1cc(=O)oc(C)c1C(=O)N[C@@H]1CCCCNC1=O	-9	-24	3	-8	0	6	8	0	-4
CCCCn1c(=O)n(CC(=O)Nc2ccc(C)c(Cl)c2)c(=O)c2c1ncn2Cc1ccco1	-111	-21	-6	-29	18	7	-53	13	-1
COc1cc(OC)cc(C(=O)Nc2nnc(NC(=S)Nc3ccccc3)s2)c1	-42	-12	-10	3	6	-8	-45	0	-5
CC(=O)Nc1c(F)cc(Br)cc1F	8	-21	16*	-7	-3	2	-17	1	-8
CCOc1ccc(-n2c(N)c(-c3nc4ccccc4n3C)c3nc4ccccc4nc32)cc1	13	-2	-5	-17	-37	1	-177	-126	-5
O=C(Nc1ccc2nccnc2c1)c1ccco1	3	0	1	12	-2	-1	-444	-9	-20
O=C(NCCCn1ccnc1)c1nn2c(C(F)(F)F)cc(-c3ccccc3)nc2c1Cl	1	-14	-2	5	-2	0	-21	3	-1
CCN1CCN(C(c2cccs2)C(C)NC(=O)CC(C)C)CC1 (centres undefined)	-6	-22	-3	-37	-1	3	-32	1	5
COc1ccc2c(c1OC)C(=O)N1c3ccccc3N=C(c3ccc([N+](=O)[O-])cc3)CC21 (centres undefined)	0	-10	0	-2	43	-2	-39	32	-14
CCCCN1Cc2cc(C(=O)c3cc(F)ccc3O)cnc2NC1=O	-6	-23	-10	-6	-1	1	-10	8	-7
CCCc1ccc(C(=O)CCC(=O)O)cc1	-10	-17	-4	-13	1	-1	14	-5	-6
O=C1c2ccccc2C(=O)C12Cc1ccccc1N1CCN(c3ccccc3)CC12 (centres undefined)	-6	-7	-5	9	2	-5	-37	-14	29
O=[N+]([O-])c1cccc(-c2nnc3ccc4ccccc4n23)c1	3	-13	3	-18	1	1	13	-6	4
N#C/C(=C\c1c[nH]c2ccccc12)C(N)=O	-9	2	-1	-12	3	7	7	-1	-33
Cc1ccc(C2C(C#N)=C(N)Oc3c2c(=O)n(C)c(=O)n3C)cc1 (centres undefined)	-9	-13[20 µM]	-9	-8	1	1	-34	5	-6
O=C(CSc1nnc(-c2ccc(O)cc2)n1Cc1ccco1)c1cccs1	-7	-27	5	1	16	7	25	3	1
CCOc1ccc(NC(=O)c2cccc3c2C(=O)N(Cc2cccnc2)C3)cc1	-5	4	0	-21	-5	1	-58	-22	-4
CCCC(=O)Nc1ccc(S(=O)(=O)Nc2cc(C)nc(C)n2)cc1	-8	-7	10	-26	2	6	-8	0	-2
COc1ccccc1C(=O)Nc1ccc(N2CCN(S(C)(=O)=O)CC2)cc1	-5	-23[20 µM]	-7	-7	1	2	-36	-2	-4
CC1CCN(S(=O)(=O)c2cccc(C(=O)Oc3ccc([N+](=O)[O-])cc3)c2)CC1	-14	-9	-3	0	2	-1	20	1	22
COC(=O)Cc1c(O)ccn(CCc2c[nH]c3ccccc23)c1=O	-9	-14	-2	1	0	1	-29	1	-4
CC1(C)NC(=O)N(CC(O)CN(Cc2ccccc2)Cc2ccccc2)C1=O (centres undefined)	-4	-13[20 µM]	-9	17	-2	2	28	-5	-1
CC(CN1CCCCC1)OC(=O)CCc1ccccc1 (centres undefined)	0	-14	-7	-2	0	2	14	-4	7
O=C(OCC(=O)N1CCN(C(=O)c2ccco2)CC1)c1sc2cc(F)ccc2c1Cl	-6	-22	-6	0	-1	2	15	-7	3
O=C(c1ccncc1)c1nccn1-c1ccccn1	0	-22	-8	-6	1	-3	-32	1	-4
O=[N+]([O-])c1ccc(Nc2nc(N/N=C/c3cccc(F)c3)nc(N3CCCC3)n2)cc1	-34	-12	7	4	-3	6	-62	-5	-30
O=C(O)c1ccccc1-c1ccccc1C(=O)Nc1ccccc1	0	-23[20 µM]	-12	-4	0	-2	-7	-3	1
O=C(CSc1nc2ccccc2c(=O)n1CCCN1CCOCC1)N1CCN(c2ccccc2)CC1	8	-13	-10	-2	-2	-3	20	-1	-2
O=S(=O)(NC1CC1)c1ccc(S(=O)(=O)N2CCN3CCCC3C2)cc1 (centres undefined)	-16	-9	-4	-12	0	3	-20	-2	7

Two entries from above in a different format:
SMILES: CCCCN1Cc2cc(C(=O)c3cc(F)ccc3O)cnc2NC1=O
  p47phox inh: -6
  Furin inh: -23
  RBBP9 inhibitor: -10
  EBV gp42 inh: -6
  Runt-CBFb FRET: -1
  p97 inhibitor: 1
  m-calpain inh: -10
  Runt-SMMHC FRET: 8
  TbHK1 inh: -7
SMILES: CC(=O)Nc1c(F)cc(Br)cc1F
  p47phox inh: 8
  Furin inh: -21
  RBBP9 inhibitor: 16*
  EBV gp42 inh: -7
  Runt-CBFb FRET: -3
  p97 inhibitor: 2
  m-calpain inh: -17
  Runt-SMMHC FRET: 1
  TbHK1 inh: -8

Of the compounds above, ten contain a Cl atom:
smiles	p47phox inh	Furin inh	RBBP9 inhibitor	EBV gp42 inh	Runt-CBFb FRET	p97 inhibitor	m-calpain inh	Runt-SMMHC FRET	TbHK1 inh
O=C(CC1SC(=Nc2ccccc2)N(Cc2ccccn2)C1=O)Nc1cccc(Cl)c1 (centres undefined)	-36	-11	-13	-6	0	9	-36	0	0
O=C(NNc1cccc(Cl)n1)c1c(Cl)cccc1Cl	-16	-15	-3	-11	nt	4	-5	2	0
Clc1ccc2c(c1)CCc1cccnc1C2=C1CCNCC1	-16&-6	-26[20 µM]	-1&2	-13&-6	35&8	1&0	8&-10	-9&2	7
Cc1cc(C)c2c(n1)sc1c(=O)n(Cc3ccccc3Cl)nnc12	-19	-2[20 µM]	9	-24	-14	0	-18	-5	-17
Clc1ccccc1CSc1nnc(/C=C/c2ccccc2)o1	-23	-14	0	-10	-4	-8	12	-3	1
O=C(CCc1nc(-c2ccc(Cl)cc2)no1)NCC1CCCO1 (centres undefined)	-4	-15	-7	-7	0	3	-2	2	-3
CCc1ccc(Nc2cnn(C34CC5CC(CC(CC(=O)O)(C5)C3)C4)c(=O)c2Cl)cc1	-8	-18	2	-2	-2	1	-6	1	-28
CCCCn1c(=O)n(CC(=O)Nc2ccc(C)c(Cl)c2)c(=O)c2c1ncn2Cc1ccco1	-111	-21	-6	-29	18	7	-53	13	-1
O=C(NCCCn1ccnc1)c1nn2c(C(F)(F)F)cc(-c3ccccc3)nc2c1Cl	1	-14	-2	5	-2	0	-21	3	-1
O=C(OCC(=O)N1CCN(C(=O)c2ccco2)CC1)c1sc2cc(F)ccc2c1Cl	-6	-22	-6	0	-1	2	15	-7	3

Assay outcomes as filed in PubChem.
